STAT3 activator: STAT3 signaling activation; U3A cells, IL-6 STAT3-luciferase reporter, luminescence; 100% = signal with IL-6 EC80 alone; activation (% of control), % at 5.6 µM; 190,000 tested, 0.91% active;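 active = activation above the screen-wide mean of compound activation plus 3 SD, cut at about 130% in these data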;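 note: 0% = background luminescence of wells with medium and substrate only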
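Material: human STAT1-deficient U3A cells with stable STAT3-luciferase reporter / Probe or stimulus: IL-6 stimulus at 33 ng/mL final / Schedule: 1 h compound pre-exposure, 6 h IL-6 stimulation, 37 °C / Technique: luminescence / Read-out basis: percent of IL-6-only median luminescence / Control set: IL-6-only high control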
NF-kB expr up: raises NF-kB expression in human neuronal cells | fold change at 12.5 µM | NF-kB reporter expression; stronger effect = higher value | 190,000 tested, 1.6% active; in the data active = fold change above about 3.3
STAT1 inh: STAT1 signaling inhibition. inhibition, % at 5.5 µM. NIH 3T3 STAT1-luciferase reporter, IFN-gamma, luminescence. 200,000 tested, 0.35% active. AID 920;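 active = inhibition above a set limit, the mean inhibition across all tested compounds plus 3 SD, cut at about 34% in these data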;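 note: 0% = IFN-gamma with DMSO and 100% = IFN-gamma with 300 µM nifuroxazide; values of inactives mirror those of a sister screen read the other way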
APP 5'UTR act: activates APP 5'UTR luciferase reporter. SH-SY5Y APP 5'UTR luciferase reporter, luminescence; zero percent = DMSO vehicle wells. activation, % at 2 µM. 190,000 tested, 1% active. AID 1276;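 active = activation above a set limit, based on mean plus 3 SD of controls, cut at about 140% in these data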; note: values of inactives mirror those of a sister screen read the other way
Hsp70 act: transcriptional activators of Hsp70 | AID 1203 | 200,000 tested, 0.04% active | HeLa Hsp70 promoter luciferase reporter, luminescence; scaled: vehicle 0, proteasome-inhibitor control 100% | activation, % at 10 µM;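 active = activation above the mean across all tested compounds plus 3 SD, cutoff set per campaign, cut at about 5.5% in these data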;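 note: 100% = MG132 at 30 µM as the positive control and 0% = DMSO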
Redox H2O2 prof: compounds producing H2O2 with reducing agent – biochemical, NIH compound library profiling, artefact control for MLSCN library redox annotation, primary screen | activation, % at 10 µM | 200,000 tested, 0.03% active | DTT-dependent redox cycling H2O2, phenol red/HRP absorbance; 100% = 100 µM peroxide control, 0% = buffer | AID 878;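 active = activation of at least 50% relative to the plate's high and low controls in the primary single-dose screen; inactive = activation below 50%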;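 note: compound incubated with DTT at 0.8 mM final as the reducing agent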
Efa HMGR inh: inhibitors of class II HMG-CoA reductase from Enterococcus faecalis; purified E. faecalis HMGR, NADPH absorbance 340 nm kinetic; inhibition, % at 10 µM; 190,000 tested, 0.41% active; AID 1066;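 active = inhibition above a set limit, the median over all tested compounds plus 3 SD, cut at about 9.5% in these data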;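 note: enzyme runs in reverse so mevalonate oxidation gives rising NADPH absorbance; 0% = complete reaction with DMSO and 100% = background rate lacking mevalonate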
STAT3 blocker: reduces IL-6 driven STAT3 reporter signal; U3A cells, IL-6 STAT3-luciferase reporter, luminescence; host cell line lacks STAT1; inhibition, % at 5.5 µM; 190,000 tested, 0.89% active; AID 862;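 active = inhibition above the mean inhibition across all screened compounds plus 3 SD, cut at about 44% in these data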;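 note: 0% = DMSO only wells and 100% = 100 µM nifuroxazide control wells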
TLR4-MyD88 BLA: TLR4-MyD88 interaction inhibition in cells | AID 861 | 200,000 tested, 0.18% active | HeLa CL3-4 TLR4/MyD88 BLA complementation, FRET ratio | inhibition, % at 8.4 µM | O00206+Q99836; in the data active = inhibition above about 25%;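 note: 0% = vehicle and 100% = reference inhibitor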
Target sequence (O00206 whole entry, looked up): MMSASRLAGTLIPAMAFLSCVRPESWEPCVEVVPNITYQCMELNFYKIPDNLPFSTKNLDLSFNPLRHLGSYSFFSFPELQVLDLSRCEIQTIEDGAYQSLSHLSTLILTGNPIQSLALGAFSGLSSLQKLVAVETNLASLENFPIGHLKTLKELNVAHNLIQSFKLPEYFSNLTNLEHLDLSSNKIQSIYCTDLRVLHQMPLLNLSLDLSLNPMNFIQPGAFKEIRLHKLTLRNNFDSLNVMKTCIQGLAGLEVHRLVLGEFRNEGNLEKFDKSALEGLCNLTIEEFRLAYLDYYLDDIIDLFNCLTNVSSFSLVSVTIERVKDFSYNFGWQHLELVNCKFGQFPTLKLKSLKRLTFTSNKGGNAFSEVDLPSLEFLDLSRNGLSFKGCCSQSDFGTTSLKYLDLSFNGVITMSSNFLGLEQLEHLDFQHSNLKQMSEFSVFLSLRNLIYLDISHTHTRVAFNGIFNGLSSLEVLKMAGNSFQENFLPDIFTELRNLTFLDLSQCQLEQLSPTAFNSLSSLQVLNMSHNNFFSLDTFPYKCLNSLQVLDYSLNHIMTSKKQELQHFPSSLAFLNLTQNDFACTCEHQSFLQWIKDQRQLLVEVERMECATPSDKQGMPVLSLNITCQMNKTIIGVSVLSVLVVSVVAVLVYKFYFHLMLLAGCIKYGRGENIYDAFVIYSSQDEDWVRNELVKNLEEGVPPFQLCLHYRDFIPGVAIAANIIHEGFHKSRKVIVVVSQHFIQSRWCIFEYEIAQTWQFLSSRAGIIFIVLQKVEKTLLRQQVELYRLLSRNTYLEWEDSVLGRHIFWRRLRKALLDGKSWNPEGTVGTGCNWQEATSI
Target sequence (Q99836 whole entry, looked up): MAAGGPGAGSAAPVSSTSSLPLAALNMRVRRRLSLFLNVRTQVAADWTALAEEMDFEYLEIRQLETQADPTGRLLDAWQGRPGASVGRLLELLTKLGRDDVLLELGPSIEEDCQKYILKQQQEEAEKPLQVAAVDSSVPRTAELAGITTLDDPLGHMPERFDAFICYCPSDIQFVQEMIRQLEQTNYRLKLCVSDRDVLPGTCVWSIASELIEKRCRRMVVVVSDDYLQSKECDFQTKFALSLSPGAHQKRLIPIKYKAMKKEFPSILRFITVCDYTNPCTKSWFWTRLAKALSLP
STAT1 activator: activators of IFN-gamma induced STAT1 signaling; NIH 3T3 STAT1-luciferase reporter, luminescence; 100% = IFN-gamma alone, no compound; activation (% of control), % at 5.5 µM; 200,000 tested, 2.6% active; AID 932;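 active = activation above the screen-wide mean activation plus 3 SD, cut at about 130% in these data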;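 note: raw ratio to IFN-gamma control signal so 100% means no change and 0% no light; values of inactives mirror those of a sister screen read the other way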
Numbers without * were called inactive; . = not tested or not shown.

SMILES	STAT3 activator	NF-kB expr up	STAT1 inh	APP 5'UTR act	Hsp70 act	Redox H2O2 prof	Efa HMGR inh	STAT3 blocker	TLR4-MyD88 BLA	STAT1 activator
Cc1ccc(NC2(C#N)C(=O)Nc3ccccc32)cc1C (configuration not stated)	101	0.96	3	-11	-0.1	-0.3	1	1	-7	96
Cc1cc2nc(-c3ccc(SCC(=O)N4CCOCC4)nc3)[nH]c2cc1C	94	1.2	-24	65	0.0	-4.4	-4	6	-10	123
CC(=O)NNc1cccc(Cl)n1	92	1.1	9	7	-0.2	-6.2	4	17	8	92
CCc1ccccc1Nc1nc2ccccc2n1C(C)C	92	1.1	1	2	-0.2	0.5	-5	19	5	99
CCOc1ccccc1N1CCN(C(=O)c2cc3c(s2)CCC3)CC1	97	1.2	12	-2	-0.4	1.8	-2	8	-8	89
Cc1cc(NC(=O)c2c(F)cccc2Cl)n(-c2nc3ccccc3[nH]2)n1	96	1.3	0	-5	-0.3	0.1	-4	5	-16	100
CCCCCC(=O)N1CC2(C)CN(C(=O)CCCCC)CC(C)(C1)C2=O	99	1.1	-1	-18	0.1	-0.1	0	1	-4	103
COc1cccc(Cn2c(=O)sc3ccccc3c2=O)c1	104	1.1	-17	26	-0.2	-1.2	-1	-3	-5	116
CN(C)S(=O)(=O)Oc1ccsc1C(=O)Nc1ccc(Br)cc1	89	1.1	12	-4	-0.3	-0.9	-2	17	-6	89
Cn1c(=O)c2[nH]c(-c3ccccc3)c(O)c2n(C)c1=O	96	1.4	-2	15	-0.1	0.0	-4	7	-5	102
Cc1[nH][nH]c(=O)c1C(c1ccc(-c2cccc(C(=O)O)c2)o1)c1c(C)[nH][nH]c1=O	111	1.2	-24	11	0.1	-0.5	-4	-8	-3	121
COc1cc2cc(C(c3nnnn3Cc3ccc(F)cc3)N3CCCCCC3)c(=O)[nH]c2cc1OC (configuration not stated)	100	1.1	5	-5	0.2	1.7	-4	5	11	96
CN=CC1=C(O)c2ccccc2C1=O	103	1.2	-8	-5	0.1	-1.3	-1	2	-6	107
COc1cc(N=Cc2c(O)[nH]c3ccccc23)cc(OC)c1OC	57	0.46	-16	-8	-0.6	-0.9	-8	56*	5	115
COc1ccc(/C=N\NC(=O)C2=NNC(=O)C2C)cc1 (configuration not stated)	104	1.5	7	72	0.1	-3.0	-4	-4	15	94
O=C(NC(=S)N1CCN(c2nc(-c3ccccc3)cs2)CC1)c1cccnc1	96	1.2	-2	1	-0.2	0.3	-3	10	0	101
COc1ccccc1N=Cc1c(C)[nH]n(-c2ccc(C)cc2C)c1=O	103	1.1	-12	7	-0.3	-0.1	4	-2	0	110
Cc1ccnc(NS(=O)(=O)c2ccc(C(C)(C)C)cc2)c1	109	1.1	3	-17	-0.2	-0.9	2	-7	1	95
COc1cc(C(=O)Nc2nccs2)ccc1OCc1c(C)noc1C	86	0.99	8	-9	-0.3	-2.6	-3	21	9	94
c1cc(N2CCCC2)ccc1C(c1nnnn1C1CCCCC1)N1CCOCC1 (configuration not stated)	96	1.3	4	-3	0.2	0.6	2	13	6	97
CN(C)C(=O)c1c([N+](=O)[O-])c(C(C)(C)C)nn1C	91	1.3	2	4	-0.4	0.0	-4	12	-4	98
CCn1c(=O)c(C(=O)CN2CCN(S(=O)(=O)c3ccccc3)CC2)c(N)n(Cc2ccccc2)c1=O	92	1.1	0	52	0.0	-2.0	4	13	-2	100
CCOc1ccc2nc(SCC(=O)NC3CCCc4ccccc43)sc2c1 (configuration not stated)	93	1	-3	5	-0.2	0.0	-6	9	-17	103
CC1=NCCN1S(=O)(=O)c1ccc(Br)c(C)c1	105	0.92	4	-6	-0.1	-5.6	-10	-2	-3	96
COc1ccc(N2CCN(C(=O)CCNS(=O)(=O)c3ccc(Br)s3)CC2)cc1	94	0.95	10	11	-0.2	3.8	-3	12	3	91
SMILES	STAT3 activator	NF-kB expr up	STAT1 inh	APP 5'UTR act	Hsp70 act	Redox H2O2 prof	Efa HMGR inh	STAT3 blocker	TLR4-MyD88 BLA	STAT1 activator
CC(C)N1C(=O)CC(Nc2cccc3cccc(N)c23)C1=O (configuration not stated)	105	.	-2	3	-0.2	-1.4	-6	-1	-17	100
CC1CN(Cc2nc3c(c(=O)n(C)c(=O)n3C)n2CCCO)CC(C)O1 (configuration not stated)	94	1.9	9	1	-0.3	-0.6	-2	11	-1	91
Cc1nc(Nc2cccc(C(C)O)c2)c2nnn(Cc3ccccc3F)c2n1 (configuration not stated)	98	1	-10	-3	-0.1	-0.8	-11	8	-5	108
Cc1ccc(-c2nc3ccc([N+](=O)[O-])cc3[nH]2)cc1	40	5.9*	31	152*	-0.4	-1.5	3	77*	14	71
COC(=O)c1cn(CC(=O)N2CCCCCC2)c2ccccc12	100	1.3	-4	-2	0.0	-0.5	0	4	1	108
CN(c1ccc([N+](=O)[O-])cc1C(=O)Nc1ccccc1)C1CCCCC1	101	1.1	1	8	0.0	-3.6	0	4	2	99
Cc1cc(NC(=O)CSc2ccc3nnc(CCNS(=O)(=O)c4ccccc4)n3n2)no1	106	0.95	-6	-6	-0.1	-0.6	3	0	-7	103
CC(=O)c1cc(CC=C(C)C)c(O)cc1O	100	1.2	-6	4	-0.2	3.1	-6	4	1	105
Cc1ccc(F)cc1NC(=O)Cc1ncc(C(F)(F)F)cc1Cl	97	0.95	2	.	-0.3	0.4	1	9	-8	98
Cc1cc(=O)oc2cc(OCC(=O)OC(C)C(=O)NC3CCCC3)ccc12 (configuration not stated)	96	1	-4	20	-0.3	-1.4	2	7	3	101
COCCN(C(=O)/C=C/c1ccccc1)c1c(N)n(Cc2ccccc2)c(=O)[nH]c1=O	108	1.1	-1	22	-0.1	-0.5	-8	-9	-5	101
O=C(NCCc1nc(-c2ccccc2)cs1)c1ccc(Br)cc1	103	0.93	8	-1	0.2	-0.1	5	-7	0	93
N#Cc1c(NCCO)nc(NCc2ccccc2)c2c1CCN(Cc1ccccc1)C2	104	5.8*	3	-6	-0.3	0.5	-2	0	-8	98
C=CCN(CC=C)C(=S)Nc1ccc(OC)c(OC)c1	106	1.1	-3	9	-0.1	0.0	-4	0	-1	101
O=C(COC(=O)/C(=C/c1cccs1)c1cccs1)NC(c1ccccc1)c1ccccc1	128	0.78	9	2	-0.2	.	0	-33	9	92
COc1cc(OC)c(OC)cc1/C=N/NC(=O)C[n+]1ccccc1	103	0.98	-2	-1	-0.3	0.3	1	-5	-10	101
CCOc1ccc(-n2cc(C(=O)c3cc(Cl)ccc3O)cc(C#N)c2=O)cc1	99	1.4	4	-4	-0.1	-0.2	-6	12	-2	96
Cc1ccc(CCNC(=O)C2CCN(S(=O)(=O)c3cccc4nonc34)CC2)cc1	101	0.85	3	19	-0.1	1.4	-2	0	5	95
CCN(CC)CCN1C(=O)C(=O)/C(=C(/O)c2ccc(OC)cc2)C1c1cccs1 (configuration not stated)	107	1.7	-10	32	-0.2	2.3	3	2	-2	109
CNC(=O)CN(C)S(=O)(=O)c1ccc(F)cc1	100	1.2	3	8	-0.3	0.2	-5	1	-10	97
O=C(Nc1cccnc1)C1CCN(S(=O)(=O)c2cccs2)CC1	98	1.1	11	5	0.0	-2.0	-6	5	-5	89
CCCOP(=O)(c1ccc(N(C)C)cc1)C(O)c1cc(OC)c(OC)c(OC)c1 (configuration not stated)	107	1.9	-16	-3	-0.1	1.0	-1	-6	-1	115
O=C(CCN1C(=O)C2CC=C(Cl)CC2C1=O)NCc1ccccc1 (configuration not stated)	103	1.3	2	7	-0.3	0.6	-4	-2	-6	99
O=C(c1ccccc1)N(Cc1nc2ccccc2c(=O)[nH]1)C1CCCC1	102	1.1	10	14	-0.2	-0.8	-10	5	-11	89
CCc1ccc(C(=O)CSc2n[nH]c(-c3ccncc3)n2)cc1	90	0.89	-5	-10	-0.2	0.0	-10	13	-3	103
SMILES	STAT3 activator	NF-kB expr up	STAT1 inh	APP 5'UTR act	Hsp70 act	Redox H2O2 prof	Efa HMGR inh	STAT3 blocker	TLR4-MyD88 BLA	STAT1 activator
COC(=O)CN(c1ccccn1)S(=O)(=O)c1ccccc1	103	1	-1	5	-0.3	3.8	2	5	3	101
Clc1ccc2nc(-c3ccc4c(c3)OCO4)cn2c1	29	5*	65*	158*	-0.4	0.7	-2	83*	-3	40
O=C(CN1C(=O)NC2(CCCCCCC2)C1=O)N1CCc2ccccc2C1	109	1.2	-10	-14	0.0	-3.2	1	-6	-6	110
C[C@@H](C(=O)Nc1cccc(S(=O)(=O)N2CCOCC2)c1)N1C(=O)C2CC=CCC2C1=O (some centres not stated)	105	1.3	1	12	-0.1	0.0	-2	4	-21	99
CCOC(=O)c1sc(N)c(C#N)c1CSc1nc2ccc(C)cc2[nH]1	93	0.84	11	13	-0.3	0.4	5	9	-11	90
CCCN(CCC)C1Sc2ccc(C(=O)OC)cc2NC1=O (configuration not stated)	103	1	-6	-17	0.0	0.0	1	2	-3	105
COc1ccc(OC)c(NC(=O)CCNS(=O)(=O)c2ccc3c(c2)c(=O)n(C)c(=O)n3C)c1	111	0.72	1	4	0.1	-1.0	1	-10	-11	97
CC(=O)c1ccccc1NC(=O)COC(=O)c1ccccc1NC(=O)c1ccccc1	115	0.92	3	10	-0.3	0.8	3	-20	-7	97
Cc1cccc(-n2nc3c(c2NC(=O)c2ccco2)CSC3)c1C	97	1.2	-2	1	-0.3	-0.6	0	7	-16	102
CC(C)C1C2=C(CC(C)(C)CC2=O)ON1c1ccccc1 (configuration not stated)	102	0.99	7	-16	-0.2	2.0	-5	1	7	94
CCc1nnc(NC(=O)CCN(c2ccc(C)cc2)S(=O)(=O)c2ccccc2)s1	102	1	12	28	-0.4	-0.2	4	-5	-16	89
O=[N+]([O-])c1ccc(CSc2nnc(SCc3ccccc3)s2)cc1	73	1.1	6	-4	-0.5	0.3	-10	33	-1	94
COC(=O)c1sccc1NC(=O)Cc1ccc(OC)cc1	95	1	1	-1	-0.2	0.3	1	6	-21	99
CC(=O)Nc1ccc(S(=O)(=O)Nc2cccc(-c3cn4c(n3)SCC4)c2)cc1	96	1.1	-8	19	-0.3	-0.1	-5	11	12	105
CCOC(=O)C1(CC2CC2)CCN(Cc2ccc(OC)cc2F)CC1	102	0.94	1	-9	-0.4	0.2	4	3	12	99
CC(NC(=O)CSc1nc2c(c(C(F)(F)F)n1)CCc1ccccc1-2)c1ccccc1 (configuration not stated)	106	0.93	2	1	-0.5	1.0	-8	-6	-7	97
CCN(CC)S(=O)(=O)c1cccc(C(=O)N[C@H](C(=O)OCC(=O)Nc2ccccc2)C(C)C)c1	102	1.2	2	13	-0.2	-0.1	1	-3	-11	97
Cn1nnnc1SCc1cccc2ccccc12	104	0.96	-11	32	0.1	-0.4	2	5	0	108

As a short view, some entries already given.
SMILES	STAT3 activator	NF-kB expr up	STAT1 inh	APP 5'UTR act	Hsp70 act	Redox H2O2 prof	Efa HMGR inh	STAT3 blocker	TLR4-MyD88 BLA	STAT1 activator
COC(=O)CN(c1ccccn1)S(=O)(=O)c1ccccc1	103	1	-1	5	-0.3	3.8	2	5	3	101
Clc1ccc2nc(-c3ccc4c(c3)OCO4)cn2c1	29	5*	65*	158*	-0.4	0.7	-2	83*	-3	40
O=C(CN1C(=O)NC2(CCCCCCC2)C1=O)N1CCc2ccccc2C1	109	1.2	-10	-14	0.0	-3.2	1	-6	-6	110
